# Shiga toxin inh = A qHTS for Small Molecule Inhibitors of Shiga Toxin; AID 2315, 2010; Vero cells, Shiga toxin protein synthesis inhibition reporter; 290,000 tested, 9.2% active; inhibition, % at 38.7 µM; in the data active means inhibition mostly above about 28%, no sharp cut-off; inactive means mostly below about 43%; further: 0% is about no effect
# AmpC inh no detg = qHTS Inhibitors of AmpC Beta-Lactamase (assay without detergent). AmpC nitrocefin hydrolysis, absorbance 480 nm, 0.0001% Triton. 330,000 tested, 0.52% active. AID 485341, 2010. P00811. Potency, µM (titrated, usually from 57.1 µM), for the others: at the top dose activity change, negative = inhibition, most hits filed as inhibitors;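 further: potency means the concentration at half of the fitted maximal effect; plate controls were no compound for no effect and no enzyme for full effect; nearly all actives have a fitted effect of over 20% in size; some results filed as inactive show a strong effect at the top dose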
# Target sequence (P00811 whole entry, looked up): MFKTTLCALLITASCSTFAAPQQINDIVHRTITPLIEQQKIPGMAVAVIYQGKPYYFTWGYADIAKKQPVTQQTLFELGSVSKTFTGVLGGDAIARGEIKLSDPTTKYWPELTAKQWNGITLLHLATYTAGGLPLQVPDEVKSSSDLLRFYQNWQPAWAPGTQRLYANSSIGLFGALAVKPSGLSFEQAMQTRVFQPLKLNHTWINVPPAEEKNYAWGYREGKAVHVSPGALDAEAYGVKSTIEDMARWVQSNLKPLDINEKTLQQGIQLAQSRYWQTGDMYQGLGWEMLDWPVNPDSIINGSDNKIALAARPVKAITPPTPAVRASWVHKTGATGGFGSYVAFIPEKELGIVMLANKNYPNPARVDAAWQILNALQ
#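 20 mM phosphate pH 7.0 + 0.01% (detergent screen) or 0.0001% Triton X-100; 5.3 nM AmpC reagent; cpd preinc 15 min RT; nitrocefin (800 uM stock) to start; A480 q20 s × 4 min; Activity was normalised to no-enzyme and no-compound control wells.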
# Pf growth 48h = Primary qHTS for delayed death inhibitors of the malarial parasite plastid, 48 hour incubation; 310,000 tested, 5.9% active; P. falciparum luciferase growth in erythrocytes, 48 h; AID 504832, 2011; Potency, µM (top dose mostly 28.7 µM), for inactives: at the highest dose activity change, negative = inhibition, usual class: inhibitors; further: potency means the concentration at half of the fitted maximal effect; on the % scale 0 is the no-effect control and ±100 the full control effect
#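 Luciferase-expressing P. falciparum in infected erythrocytes (2% hematocrit, 0.1% parasitemia final) in RPMI 1640/0.5% Albumax were exposed to compound for 48 hours at 37 C, 5% CO2; growth read as luminescence.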
# CHX counter = Cycloheximide Counterscreen for Small Molecule Inhibitors of Shiga Toxin. cell reporter, cycloheximide protein synthesis inhibition counterscreen. max response, %. 300,000 tested, 12% active. AID 2314, 2010; in the data active means max response mostly above about 13%, no sharp cut-off; inactive means mostly below about 14%; further: read at 38.3 µM for the half of the compounds with a filed dose; 0% is about no effect
# TbPYK inhibitor = qHTS of Trypanosoma Brucei Inhibitors; pyruvate kinase (Trypanosoma brucei), Q57TT1; TbPYK enzyme, Kinase-Glo Plus ATP luminescence, 45 min; Potency, µM (highest dose often 76.8 µM), for inactives: top-dose activity, negative = inhibition, hits mostly inhibitors; 410,000 tested, 0.12% active; AID 624173, 2012; further: potency means the concentration at half of the fitted maximal effect; on the % scale 0 is the no-effect control and ±100 the full control effect; nearly all actives have a fitted effect of over 50% in size
#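 Readout: single end-point luminescence (Kinase-Glo Plus, 10 min). Reaction conditions were TbPYK/substrate plus 130 uM ADP, 45 min at RT, pH 7.2 TEA buffer. No-enzyme wells served as controls, and data were normalized before concentration-response fitting.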
# Pf growth 96h = Primary qHTS for delayed death inhibitors of the malarial parasite plastid, 96 hour incubation; Potency, µM (series often up to 28.7 µM), inactives show top-dose activity change, negative = inhibition, hits mostly inhibitors; 320,000 tested, 6.9% active; P. falciparum luciferase reporter growth, 96 h; further: potency means the concentration at half of the fitted maximal effect; on the % scale 0 is the no-effect control and ±100 the full control effect
#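 P. falciparum expressing integrated firefly luciferase, in erythrocytes at 2% hematocrit, 0.05% parasitemia, incubated with compounds 96 h at 37 C, 5% CO2. Growth inhibition read as loss of luminescence; two-generation exposure targets delayed-death apicoplast inhibitors.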
# LmPK inh = qHTS Assay for Inhibitors of Leishmania Mexicana Pyruvate Kinase (LmPK). Q27686. Potency, µM (highest dose often 57.5 µM), without a hit: at the top dose activity change, negative = inhibition, usual class: inhibitors. purified LmPK, Kinase-Glo ATP luminescence, 1 h. 290,000 tested, 0.37% active. AID 1721, 2009; further: potency means the concentration at half of the fitted maximal effect; on the % scale 0 is the no-effect control and ±100 the full control effect
# Target sequence (Q27686 whole entry, looked up): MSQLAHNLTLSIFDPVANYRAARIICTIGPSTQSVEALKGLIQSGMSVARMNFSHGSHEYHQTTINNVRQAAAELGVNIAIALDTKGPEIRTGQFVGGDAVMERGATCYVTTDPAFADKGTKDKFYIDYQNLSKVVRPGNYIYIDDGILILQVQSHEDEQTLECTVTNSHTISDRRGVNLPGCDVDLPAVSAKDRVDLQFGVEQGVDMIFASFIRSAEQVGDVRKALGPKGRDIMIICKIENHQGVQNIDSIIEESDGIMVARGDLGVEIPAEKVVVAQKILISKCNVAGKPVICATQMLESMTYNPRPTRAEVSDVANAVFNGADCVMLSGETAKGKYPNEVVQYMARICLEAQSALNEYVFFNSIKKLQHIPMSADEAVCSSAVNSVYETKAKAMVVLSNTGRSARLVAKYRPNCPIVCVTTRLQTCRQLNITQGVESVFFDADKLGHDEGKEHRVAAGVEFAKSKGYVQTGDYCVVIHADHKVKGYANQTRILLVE
#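 Purified LmPK (0.1 nM) with 0.5 mM PEP and 0.1 mM ADP in imidazole buffer pH 7.2 with MgCl2/KCl, 1 h at room temperature. ATP formed was read by luciferase luminescence and normalized to no-enzyme and uninhibited controls.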
# Numbers without * were called inactive; ? = inconclusive; . = no result given; & = joins results of further samples; [ ] = another dose, or the depositor's remark. Unless noted, the call rests on the fitted dose curve; in most records, active means well fitted curve in the direction sought with a large enough effect; inconclusive means small, poorly fitted or top-dose-only effect, or another doubt; inactive means no such curve, though single readings can be large; an effect the other way counts as inactive or inconclusive.
SMILES,Shiga toxin inh,AmpC inh no detg,Pf growth 48h,CHX counter,TbPYK inhibitor,Pf growth 96h,LmPK inh
Nc1ccc(C(=O)OCCCc2nc3cc4ccccc4cc3[nH]2)cc1,26,-29%,?,16,-1%,?,-6%
O=C(NCc1cccnc1)c1sc2ccccc2c1Cl,1,-8%,-27%,10,-2%,11%,-1%
COc1ccc(C(=O)NCC(=O)OCC(=O)c2ccc3c(c2)NC(=O)CO3)cc1OC,-14,-13%[11.4 µM],21%,13,7%,-2%,1%
C=CCSc1nc(C)c(CC(=C)C)c(=O)[nH]1,-12,-11%,40%[activator],-1,-7%,?,7%
CCC(C(=O)Nc1cccc(S(=O)(=O)N(C)c2ccccc2)c1)c1ccccc1 (stereo not given),.,-13%,9.3µM*,.,5%,?,.
COc1ccc(N2CCN(C(=O)COC(=O)COc3cccc(C(F)(F)F)c3)CC2)cc1,.,-12%,-14%,.,1%,-26%,.
Clc1cccc(-c2cc3nc4c(c(N5CCOCC5)n3n2)CCCC4)c1,46,74%[activator],?,22*,0%,.,1%
Cc1ccc(NC(=S)NC(C)CCc2ccccc2)cc1C (stereo not given),-3,-37%,?,-3,1%,?,4%
COc1cc(OC)cc(C(=O)Nc2cccc(N3CCCC3)c2)c1,-9,-30%,?,-3,4%,42%[activator],2%
COc1ccccc1OCc1ccc(C(=O)c2ccccc2)cc1,.,-26%,11%,23*,0%,45%[activator],3%
Cc1c(Cl)cnc(NC(=O)CSc2nnc3ccccn23)c1Cl,84*,-11%,51%[activator],22*,-26%,.,-11%
CCc1c(C)sc2nc(SCC(=O)Nc3cc(C)on3)n(CCOC)c(=O)c12,-19,-11%,-6%,-6,-5%,.,?
Cc1c[nH]c2ccccc12,.,-1%,-20%&-2%,.,1%&3%,78%&8%[activator],.
CCCn1c(C)cc(C)c(C#N)c1=O,-9,-12%,8%,-2,2%,2%,-1%
CCOC(=O)C1=NN(C(=O)COc2ccccc2)C(O)(c2ccc(Cl)cc2)C1 (stereo not given),5,-12%,61%[activator],8,5%,-14%,0%
C/C(CC(=O)Nc1cccnc1)=N\NC(=O)C(=O)Nc1cccc(C)c1,23,-50%,31%[activator],-2,-5%,17%,0%
Cc1sc(NC(=O)C2CCCCC2C(=O)O)c(C(N)=O)c1-c1ccc(C(C)(C)C)cc1 (stereo not given),-11,-33%,2%,-2,?,34%[activator],-3%
O=[N+]([O-])c1cccc(Nc2c([N+](=O)[O-])ccc3nonc23)c1,-12,-8%,-15%,-3,-1%,27%,-3%
Cc1ccc(NC(=O)CCCn2c(=O)oc3ccccc32)c(O)c1,16,-32%,?,12*,-6%,20%,1%
CCOC(=O)Cn1cc(/C=N/NC(=O)c2ccc(C#N)cc2F)c2ccccc21,1,-18%,.,7,1%,-28%,2%
O=S(=O)(c1ccc(Cl)cc1)N1CCC(N2CCCCCC2)CC1,-24,-26%,10%,0,20%,312%[activator],-4%
Cn1c(SCc2ccc(F)cc2)nnc1-c1ccccn1,116*,-1%,59%[activator],39*,-12%,205%[activator],1%
O=C(N/N=C/c1ccc(F)c(F)c1)c1cccc(S(=O)(=O)N2CCCCC2)c1,.,-25%,?,.,1%,?,.
NC(=O)c1ccc(S(=O)(=O)N2CCSCC2)cc1,-7,1%,5%,-1,-2%,10µM*,-2%
Cc1nc(C)c(-c2ccc(SCC(=O)Nc3ccccc3)nn2)s1,-9,20%,-4%,3,-10%,?,-4%
COc1cc(/C=C/c2nc(-c3ccccc3O)n[nH]2)cc(OC)c1OC,4,31%,?,19,-2%,?,6%
O=C(NCc1ccco1)c1cc2n(n1)C(C(F)(F)F)CC(c1ccc(Br)cc1)N2 (stereo not given),-19,-30%,.,-3,0%,43%[activator],2%
O=c1oc2ccccc2c(N2CCCC2)c1CN1CCCC1,-20,-45%,28%,0,-1%,.,5%
CN(Cc1cnn(C)c1)C(=O)c1ccc(OC2CCN(CCc3ccccc3)CC2)cc1,-13,41%,12%,-1,3%,-3%,4%
COC(C(=O)Nc1ccnn1C1CCN(C(=O)c2ccc(C)cc2)CC1)c1ccccc1 (stereo not given),-4,23%,-19%,0,-6%,11%,-2%
COc1ccccc1-n1c(C)c(C(=O)O)c2cc(OC)c3ccccc3c21,-3,-46%,13%,0,-7%,25%,2%
Cc1ccc(-c2nc(N=Nc3ccc(O)cc3)n[nH]2)cc1,105*,-3%,51%[activator],49*,7%,17%,-2%
O=C(COC(=O)C1CCN(c2ccc(C(F)(F)F)cn2)CC1)c1cccc(Br)c1,.,-28%,23%,.,4%,0%,.
CCc1ccc(CN(C(=O)COc2c(C)cccc2C)C2CCS(=O)(=O)C2)cc1 (stereo not given),-3,109%[activator],?,11,11%,?,10%
CCCCCN(C(=O)CCC(=O)OCC(=O)N(C)C1CCCCC1)c1c(N)n(CCCC)c(=O)[nH]c1=O,.,191%[activator],2%,.,2%,7%,.
COc1cc(C(=O)NCCC(=O)NCc2ccc3c(c2)OCO3)cc(OC)c1OC,-5,-15%,12%,-2,-6%,6%,-4%
CCn1c(C(C)NS(=O)(=O)c2ccc(Cl)cc2)n[nH]c1=S (stereo not given),-4,-22%,9%,-3,?,47%[activator],2%
CSc1ccc(CN(C)Cc2nc3cc(C(F)(F)F)ccc3c(=O)[nH]2)cc1,1,51%,-11%,-3,-4%,?,0%
Cc1nn(C(C)C(=O)NCC2CCCO2)c(C)c1[N+](=O)[O-] (stereo not given),-9,-13%,-5%,1,2%,-20%,-8%
CC(=O)Nc1ccc(CN2CCN(CC=C(C)C)C(CCO)C2)cc1 (stereo not given),-7,-9%,26%,-3,7%,?,-6%
Cc1ccc(-n2nc3c(c2NC(=O)CC(C)C)CS(=O)(=O)C3)c(C)c1,-6,-12%,-5%,-2,-9%,6%,7%
O=C1NC(=S)N(c2cccc(Cl)c2)C12CCCCC2,-22,-31%,-27%,-2,2%,0%,4%
COc1ccc(C(=O)N2CCN(Cc3ccccc3[N+](=O)[O-])CC2)cc1,13,34%,126%[activator],1,-14%,-6%,-1%
CCNC(=O)/C(C#N)=C/c1c(N2CC(C)OC(C)C2)nc2ccccn2c1=O (stereo not given),9,-5%,17%,-1,-4%,50%[activator],-1%
CN(C(=O)c1cccc(NC(=O)c2cccs2)c1)c1ccccc1,-18,-1%,19%,-3,0%,-6%,-12%
CCc1ccc(C(=O)COC(=O)CNC(=O)CNC(=O)Cc2ccccc2)cc1,-4,0%,2%,0,7%,89%[activator],0%
CNC(=O)CSc1nnc(-c2ccco2)n1-c1cccc(C)c1,-15,2%,-21%,2,-4%,-13%,0%
CCOC(=O)Cn1c(=O)oc2cc(S(=O)(=O)N3CCN(C(=O)c4ccco4)CC3)ccc21,-16,23%,34%[activator],-3,5%,-2%,1%
O=C(c1ccc(-c2ccccc2)cc1)N1CCN(Cc2ccccn2)CC1,20,76%[activator],0%,1,-10%,53%,4%
CCOC(=O)Cc1c(C)nc2cc(-c3ccc(Cl)cc3)[nH]n2c1=O,17,-25%,19%,5,4%,?,-9%
# Other entries.
SMILES,Shiga toxin inh,AmpC inh no detg,Pf growth 48h,CHX counter,TbPYK inhibitor,Pf growth 96h,LmPK inh
CCOC(=O)c1c(CSc2ccc(C)cc2)oc2ccc(O)cc12,-6,-19%,?,6,-6%,?,0%
O=C(NCCc1ccccc1)C1CCN(S(=O)(=O)c2cccc3nsnc23)CC1,-3,-9%,-6%,-3,-1%,?,-2%
Cc1ccccc1OCC(O)Cn1c(NCCN(C)C)nc2c1c(=O)n(C)c(=O)n2C (stereo not given),-5,15%,.,-1,.,36%[activator],5%
COc1ccc2oc(=O)c(C(=O)N3CCc4ccccc43)cc2c1,-14,-14%,8%,-1,1%,8%,2%
CCOC(=O)C(Cc1ccccc1)C(=O)Nc1ccccc1C (stereo not given),17,-12%,?,-2,-2%,-17%,-1%
O=C(CC1CCCCC1)NCc1ccc(F)cc1,61*,-9%,152%[activator],25*,3%,.,0%
CCC(C)(C)N=C(NC#N)Nc1cccnc1,-12,-7%,.,-3,.,.,-6%
CCOc1cc(C)c(S(=O)(=O)Nc2ccc(F)cc2)cc1C,-21,-23%,.,-3,5%,?,5%
CCC(C)NC(=O)C1c2ccccc2C(=O)N1Cc1cc(OC)ccc1OC (stereo not given),-17,16%,-6%,-7,2%,-21%,7%
Cc1cccc(OCC(=O)NNC(=O)Cn2c(=O)cnc3ccccc32)c1,.,-13%,-18%,.,3%,20%,.

# Structures from the list above that contain an aryl thioether with sulfur outside any ring (8):
SMILES,Shiga toxin inh,AmpC inh no detg,Pf growth 48h,CHX counter,TbPYK inhibitor,Pf growth 96h,LmPK inh
C=CCSc1nc(C)c(CC(=C)C)c(=O)[nH]1,-12,-11%,40%[activator],-1,-7%,?,7%
Cc1c(Cl)cnc(NC(=O)CSc2nnc3ccccn23)c1Cl,84*,-11%,51%[activator],22*,-26%,.,-11%
CCc1c(C)sc2nc(SCC(=O)Nc3cc(C)on3)n(CCOC)c(=O)c12,-19,-11%,-6%,-6,-5%,.,?
Cn1c(SCc2ccc(F)cc2)nnc1-c1ccccn1,116*,-1%,59%[activator],39*,-12%,205%[activator],1%
Cc1nc(C)c(-c2ccc(SCC(=O)Nc3ccccc3)nn2)s1,-9,20%,-4%,3,-10%,?,-4%
CSc1ccc(CN(C)Cc2nc3cc(C(F)(F)F)ccc3c(=O)[nH]2)cc1,1,51%,-11%,-3,-4%,?,0%
CNC(=O)CSc1nnc(-c2ccco2)n1-c1cccc(C)c1,-15,2%,-21%,2,-4%,-13%,0%
CCOC(=O)c1c(CSc2ccc(C)cc2)oc2ccc(O)cc12,-6,-19%,?,6,-6%,?,0%

# Screens as filed in PubChem.
